All columns: NCI-60 one-dose screen, growth in % after 48 h at 10 µM unless noted; 100 = growth as untreated, 0 = no growth, -100 = all killed.
UO-31: UO-31 renal cancer. AID 1794768. hit rate 5.2% among 81,000
CAKI-1: CAKI-1 renal cancer. hit rate 4.7% among 75,000
786-0: 786-0 renal cancer cells | hit rate 5.1% among 81,000
U251: U251 CNS tumor cells; hit rate 5.4% among 80,000
SN12C: SN12C renal cancer cells | hit rate 3.8% among 81,000
SF-268: SF-268 CNS cancer cells; hit rate 3.1% among 82,000
SF-295: SF-295 CNS cancer cells | AID 1794758 | hit rate 5.6% among 79,000
TK-10: TK-10 renal cancer cells | hit rate 3.9% among 81,000 | AID 1794769
* marks the source's active call; other numbers are inactive results; / = not tested or not shown; & = joins results of further samples; [ ] = dose if it differs, or a comment. The calls were made as follows: active = growth percent below 10; inactive = the rest.

SMILES	UO-31	CAKI-1	786-0	U251	SN12C	SF-268	SF-295	TK-10
O=C1NN(c2ccccc2)C(c2ccc(Cl)cc2)N2CCC[C@H]12 (stereo not given in full)	85.3	/	104.9	101.0	105.0	97.4	100.8	111.3
Clc1ccc(Sc2nc(NC3CC3)nc(Sc3ccc(Cl)cc3)n2)cc1	62.3	51.9	87.5	80.0	88.5	79.3	67.4	112.3
Cc1cn(Cc2ccc3ccccc3c2)c(=S)n1Cc1ccc2ccccc2c1	82.2	76.0	100.7	88.0	96.6	90.0	95.2	92.4
Cc1ncc(C(=O)Nc2ccccc2)[nH]1	97.4	90.3	104.5	/	111.1	117.4	109.7	/
CC(C)=CCCc1cc(-c2cc(CCC=C(C)C)nc(N)n2)nc(N)n1	/	90.7	102.7	98.7	96.6	96.9	93.9	92.5
O=c1oc2ccccc2cc1-c1ccccc1	108.7	/	94.5	109.0	94.1	103.6	/	102.3
CCOC(=O)c1sc(NC(=O)COc2ccc(/C=C3\Cc4ccc(Cl)cc4C3=O)cc2)nc1C	-77.3*	96.1	109.6	99.2	102.3	114.2	127.1	148.9
Nc1nc(N)c(N=Nc2ccc(S(=O)(=O)Nc3nccs3)cc2)c(=O)[nH]1	92.0	106.3	125.0	107.6	98.6	104.8	114.2	111.7
O/N=C/c1ccncc1	102.0	84.3	108.8	102.3	120.8	110.7	96.0	100.1
COc1ccc(Cc2ccc(OC)cc2)cc1	88.9	101.1	97.2	102.9	107.1	106.4	105.8	/
CCC1(C)NC(C)(C)CO1 (stereo not given)	77.9	94.6	96.0	102.4	111.0	98.0	88.8	93.3
Cc1c(-c2nnc(-c3ccc([N+](=O)[O-])cc3)o2)nnn1-c1ccc([N+](=O)[O-])cc1	85.4	101.4	96.3	97.3	96.6	106.1	106.7	102.1
S=C(N/N=C\c1ccc(Cl)c(Cl)c1)N/N=C/c1ccc(Cl)c(Cl)c1	78.5	80.0	99.4	94.8	99.3	102.0	96.5	128.5
CCN(CC)CCC(O)c1cnc(-c2ccccc2)nc1C (stereo not given)	95.9	102.2	89.3	90.8	95.7	98.9	97.4	106.4
N#CCCN1C(=O)c2ccccc2C1=O	90.1	102.8	107.6	96.8	92.7	98.6	99.4	98.4
Fc1ccc2[nH]cc(-c3nc(-c4c[nH]c5ncccc45)cs3)c2c1	41.8	18.6	41.5	43.6	49.3	48.9	17.8	52.2
CCSC(SCC)C(O)C(O)C(O)COC(c1ccccc1)(c1ccccc1)c1ccccc1 (stereo not given)	77.1	44.6	94.7	82.8	90.0	107.7	60.2	91.2
COc1ncc2cc1NS(=O)(=O)c1cccc(c1)C(=O)NCC1=CC=C(S1)c1ncnc3c1SC2=C3C	-12.9*	-26.1*	-23.8*	-10.2*	5.7*	0.1*	-21.6*	-6.5*
C=CCC(CC=C)(C(=O)OCC)C(=O)OCC	87.9	110.8	110.7	/	113.8	96.6	123.9	125.2
COc1cc2c(c(OC)c1OC)C(=O)CC(c1cccc(NC(=O)CN)c1)O2 (stereo not given)	85.1	89.9	97.6	102.3	100.7	104.4	98.0	107.2

11 of these compounds, reformatted:
| canonical_smiles | UO-31 | CAKI-1 | 786-0 | U251 | SN12C | SF-268 | SF-295 | TK-10 |
| --- | --- | --- | --- | --- | --- | --- | --- | --- |
| COc1ccc(Cc2ccc(OC)cc2)cc1 | 88.9 | 101.1 | 97.2 | 102.9 | 107.1 | 106.4 | 105.8 | / |
| CCC1(C)NC(C)(C)CO1 (stereo not given) | 77.9 | 94.6 | 96.0 | 102.4 | 111.0 | 98.0 | 88.8 | 93.3 |
| Cc1c(-c2nnc(-c3ccc([N+](=O)[O-])cc3)o2)nnn1-c1ccc([N+](=O)[O-])cc1 | 85.4 | 101.4 | 96.3 | 97.3 | 96.6 | 106.1 | 106.7 | 102.1 |
| S=C(N/N=C\c1ccc(Cl)c(Cl)c1)N/N=C/c1ccc(Cl)c(Cl)c1 | 78.5 | 80.0 | 99.4 | 94.8 | 99.3 | 102.0 | 96.5 | 128.5 |
| CCN(CC)CCC(O)c1cnc(-c2ccccc2)nc1C (stereo not given) | 95.9 | 102.2 | 89.3 | 90.8 | 95.7 | 98.9 | 97.4 | 106.4 |
| N#CCCN1C(=O)c2ccccc2C1=O | 90.1 | 102.8 | 107.6 | 96.8 | 92.7 | 98.6 | 99.4 | 98.4 |
| Fc1ccc2[nH]cc(-c3nc(-c4c[nH]c5ncccc45)cs3)c2c1 | 41.8 | 18.6 | 41.5 | 43.6 | 49.3 | 48.9 | 17.8 | 52.2 |
| CCSC(SCC)C(O)C(O)C(O)COC(c1ccccc1)(c1ccccc1)c1ccccc1 (stereo not given) | 77.1 | 44.6 | 94.7 | 82.8 | 90.0 | 107.7 | 60.2 | 91.2 |
| COc1ncc2cc1NS(=O)(=O)c1cccc(c1)C(=O)NCC1=CC=C(S1)c1ncnc3c1SC2=C3C | -12.9* | -26.1* | -23.8* | -10.2* | 5.7* | 0.1* | -21.6* | -6.5* |
| C=CCC(CC=C)(C(=O)OCC)C(=O)OCC | 87.9 | 110.8 | 110.7 | / | 113.8 | 96.6 | 123.9 | 125.2 |
| COc1cc2c(c(OC)c1OC)C(=O)CC(c1cccc(NC(=O)CN)c1)O2 (stereo not given) | 85.1 | 89.9 | 97.6 | 102.3 | 100.7 | 104.4 | 98.0 | 107.2 |

(listing goes on)
SMILES	UO-31	CAKI-1	786-0	U251	SN12C	SF-268	SF-295	TK-10
Nc1ncnc2c1N=C(c1ccc([N+](=O)[O-])cc1)CC(c1ccc3c(c1)OCO3)N2 (stereo not given)	55.7	89.6	98.7	89.0	101.9	90.1	67.5	106.6
NC(=O)CS(=O)c1oc(-c2ccco2)nc1S(=O)(=O)c1ccc(F)cc1 (stereo not given)	80.7	85.0	98.2	96.9	85.9	97.5	104.3	99.1
COc1ccc(C2C(N)=NNC2c2cccc(O)c2)cc1 (stereo not given)	83.7	88.7	107.6	93.6	96.4	99.4	92.1	121.6
NC1CCC(C(=O)O)CC1 (stereo not given)	87.0&105.0	90.7&96.7	102.6&102.0	106.2&103.3	102.9&97.0	105.2&105.0	109.5&105.8	102.3&97.7
OC(CCN1CC2CCC(CC2)C1)(Cc1ccccc1)c1ccco1 (stereo not given)	70.4&71.9	106.4&103.1	104.1&104.2	104.3&101.6	112.4&98.9	104.8&105.6	95.4&100.2	102.9&106.6
CCN=C1C=CC(=C(c2ccc(N)cc2)c2ccc(N(CC)CC)c(C)c2)C=C1	3.2*	14.1	-47.2*	-19.0*	-14.0*	4.5*	-19.1*	15.4
O=C1/C(=C\c2ccccc2)C(Br)c2ccccc21 (stereo not given)	71.0	92.8	96.8	/	106.3	97.5	100.5	125.9
C=C(C)[C@@H]1CC[C@]2(C=NCCCNCCCCNCCCN)CC[C@]3(C)[C@H](CC[C@@H]4[C@@]5(C)CCCNC(C)(C)[C@@H]5CC[C@]43C)[C@@H]12	92.1	80.6	107.2	91.6	91.1	101.6	91.2	120.5
COc1ccc(NC(=O)c2sc3c(=O)[nH]c(C(F)(F)F)nc3c2C)cc1	74.2	85.4	102.9	98.6	99.8	107.6	110.9	103.6
O=C(O)c1ccc([N+](=O)[O-])cc1	81.5	95.9	105.8	108.8	97.4	107.9	110.1	105.4
COc1ccc(-n2ncn(Cn3cnn(-c4ccc(OC)cc4)c3=O)c2=O)cc1	70.0	77.1	97.2	96.6	96.3	87.7	98.3	104.5
CCOC(=O)n1cc(-c2nonc2-c2cn(C)c3ccc(Br)cc23)c2ccccc21	56.7	55.1	94.4	87.6	88.0	81.6	72.5	87.4
COc1ccc(-n2ncn(Cc3cc(=O)oc4ccc5ccccc5c34)c2=O)cc1	66.0	85.2	97.3	91.7	94.5	93.3	103.5	108.7
CC(=O)N(C(C)=O)c1cccc(N(Cc2ccccc2)Cc2ccccc2)c1	63.7&48.4	67.2&79.4	84.9&97.9	90.8&98.9	94.7&92.5	97.2&107.5	71.0&119.0	101.8&101.6
O=c1c2ccccc2nnn1N1CCOCC1	96.5	105.1	88.5	106.1	97.2	99.4	102.8	96.9
CNC(=O)c1cc(-n2ccc3cc(NS(=O)(=O)c4ccc(Cl)c(Cl)c4)ccc32)ccn1	76.3	87.9	85.2	98.5	91.6	88.8	91.7	93.3
COc1cnc2c(c1)C(=O)c1c-2n(CCCN2CCC(O)CC2)c(=O)c2cc(F)ccc12	-89.4*	/	-45.9*	-28.4*	9.7*	9.5*	-20.7*	/
C=C(C)[C@@H]1CC[C@]2(C(=O)OC)CC[C@]3(C)[C@H](CC[C@@H]4[C@@]5(C)CC/C(=N\OCCC(=NCCC#N)NOCCC#N)C(C)(C)[C@@H]5CC[C@]43C)[C@@H]12	19.0[100 µM]	18.5[100 µM]	-11.5*[100 µM]	-39.7*[100 µM]	-71.9*[100 µM]	29.1[100 µM]	36.6[100 µM]	37.9[100 µM]
COc1ccc(-c2cc(-c3ccccc3)nc(SCCCC(=O)NO)n2)cc1OC	-39.6*	-37.9*	0.8*	1.9*	13.8	-19.2*	-0.8*	4.9*
CC(C)(C)c1ccc(C2=NN(c3ccc(S(N)(=O)=O)cc3)C(=O)CC2)cc1	72.3	56.6	81.1	75.3	70.7	76.2	47.8	77.3
COc1ccc(-c2cn(-c3cccc(C(=O)/C=C/c4ccc(O)c(OC)c4)c3)c(=O)[nH]2)cc1	19.0	24.6	34.5	4.7*	14.2	19.1	15.2	35.6
O=C(NO)/C(CC(=O)c1cccc(O)c1)=N\O	79.3	92.1	112.9	101.4	98.7	111.6	95.7	103.9
C(=N\N1CCCCCC1)/c1c2ccccc2cc2ccccc12	82.3	/	96.8	103.0	102.3	110.3	105.9	106.9
CCOC(=O)C(c1ccccc1)C(OC(C)=O)c1ccc2c(c1)OCO2 (stereo not given)	98.2	91.2	107.4	95.3	93.0	97.6	90.4	107.6
CCCCCCn1c(-c2ccc(-c3nc(-c4ccc(OC)cc4)no3)cc2)nc(-c2ccccc2)c1-c1ccccc1	83.9	91.7	107.4	114.1	102.4	101.1	105.1	107.9
C#CCO[C@H]1CC(CC#C)(CC#C)C(=O)[C@@H]2[C@H]1[C@H]1C[C@@H]3[C@@]4(C)CCC[C@@](C)(C(=O)OC)[C@@H]4CC[C@@]23C=C1C(C)C	-34.5*	41.0	41.4	96.3	94.1	92.9	101.4	99.2
CCCCCCCCCCCCCCCCCCCC(=O)NCCc1c[nH]c2ccc(OC(=O)CCCC(=O)OCCOOCCOOCCOOCCOOCCOOCCOOCCOOCCOOCCOOCCOOCCOOCCOC)cc12	45.4	73.7	83.9	-31.3*	17.4	16.7	13.3	120.2
COC(=O)CN/C(CCCO)=C(/C#N)C1Nc2ccccc2N1C (stereo not given)	85.1	116.7	98.6	100.1	108.6	120.1	98.1	114.4
COc1ccccc1/C=C1\Oc2cc(O)ccc2C1=O	89.3	94.3	100.0	106.6	98.2	104.7	102.1	103.0
COc1ccc2[nH]c(=O)c(/C=C/C(=O)/C=C/c3ccc(O)c(OC)c3)cc2c1	-70.8*	/	-42.7*	-13.0*	4.7*	10.0*	17.5	61.1
Nc1nc(N)c2cc(NCc3ccc(Cl)c(Cl)c3)ccc2n1	-75.4*	-68.4*	-89.7*	-94.5*	-79.5*	-83.2*	-80.5*	-93.8*
Clc1cc(Cl)c(I)c(Cl)c1	92.9	92.3	96.1	99.1	97.6	111.1	101.8	111.1
COC(=O)CCC[C@@H]1O[C@@H](c2ccccc2)C[C@H]1O	96.0	/	95.2	105.0	98.2	105.3	101.4	/
O=C(CSc1nc2ccccc2[nH]1)c1ccc(-n2nnc3ccccc32)cc1	91.5&95.1	95.0&99.4	104.3&106.9	91.9&95.2	102.7&104.1	97.8&100.5	90.7&91.0	134.1&115.8
CCOC(=O)N1CCc2c(sc3nc4nc[nH]n4c(=O)c23)C1	81.9	/	99.6	100.2	97.3	99.7	103.0	105.3
Clc1ccc(-c2nc(-c3cccs3)no2)c(Cl)c1	70.9	82.0	97.4	90.1	100.9	99.2	107.4	71.4
COc1ccc(NC(=O)CN2CCN(c3cc(=O)[nH]c4ccc(F)cc34)CC2)cc1	80.7	95.5	97.9	94.1	98.5	89.5	102.7	93.0
O=c1c2ccccc2c(-c2ccccc2)nn1-c1ccc(S(=O)(=O)NC(=S)NCc2ccccc2)cc1	69.8	82.8	113.2	97.6	97.7	107.4	98.1	145.8
O=c1c2cc3c(cc2nc(C(F)(F)F)n1CCc1c[nH]c2ccccc12)OCO3	66.4	72.1	95.6	97.9	83.3	98.4	85.3	109.2
CC(=O)CC(=O)OCc1ccccc1	89.1	102.8	101.7	99.8	104.2	105.1	105.6	92.4
O=C1CCC(NNC(=O)c2cccnc2)N1 (stereo not given)	96.1	101.0	99.5	108.6	110.3	103.6	106.7	93.7
O=c1c2c([nH]c3ccccc13)CCCC2	50.4&87.6	54.6&98.6	74.3&107.0	24.3&97.4	56.5&95.8	53.2&98.8	13.1&95.4	62.2&104.3
COc1ccc(-c2nc(SCCC(C)C)[nH]c(=O)c2C#N)cc1	77.5	92.8	98.1	105.6	103.4	100.3	97.4	115.2
CCCCn1ccc(=O)[nH]c1=O	123.8	96.1	108.4	100.1	109.2	98.1	102.7	106.7
Cc1ccc(C2CC(c3ccc(NC(=O)Nc4ccccc4)cc3)=NN2c2ccc(S(C)(=O)=O)cc2)cc1 (stereo not given)	3.4*	5.7*	-31.6*	-63.5*	-94.0*	9.3*	-20.3*	21.7
ClCCOCCOc1ccc(Cl)cc1Cl	102.1	94.9	88.3	97.2	95.8	100.3	88.7	112.4
NNC(=O)CNC(=O)Nc1n[nH]c(=S)s1	73.6	98.3	103.3	104.7	98.1	106.9	94.0	106.6
CCOC(=O)c1cn2c3c(cc(F)cc3c1=O)C(CC)c1ccccc1C2 (stereo not given)	-57.3*	101.5	93.2	83.8	96.3	96.8	91.5	111.0
COc1cc(/C=C2\C(=O)Nc3cc(C)c(O)cc32)cc(OC)c1OC	43.0	15.7	70.1	44.5	71.3	60.6	43.3	85.0
COc1cc(NC(=O)c2cc(O)c(C/C=C(\C)CCC=C(C)C)c(O)c2)cc2c1O[C@]1(C)CC[C@@H](O)C(C)(C)[C@H]1C2	-21.5*	/	-19.0*	0.6*	20.5	15.7	-8.5*	56.1
C/C(=N/O)c1ccc(N2C(=O)C3CC=CCC3C2=O)cc1 (stereo not given)	84.7	88.5	100.8	93.8	101.2	105.4	92.9	96.1

Source: PubChem BioAssay (NCI)
